# CFTR F508del cor – F508del CFTR correction, initial screen, CFBE line, single point. 350,000 tested, 0.36% active. AID 720511, 2013. activity (quench increase), % at 7.58 µM. CFBE cells, YFP halide quenching; stimulated with forskolin plus potentiator P3; % fluorescence drop versus neutral controls;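 active = mean added fluorescence quench of at least 8% versus neutral control, with both replicates also reaching 8%; inconclusive = only one of the mean or replicate conditions met; inactive = mean below 8% and not both replicates reaching 8%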;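 note: cells transiently co-express mutant CFTR-F508del with the halide-sensitive YFP; corrector assay measuring rescue of mutant channel to the surface after 24 h compound exposure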
# miR122 inh – miR-122 Renilla sensor signal increase in Huh7, primary screen, miR-122 inhibitor project, cell-based, single point, plate reader; 340,000 tested, 0.3% active; Huh7 miR-122 Renilla luciferase sensor, 48 h; neutral wells = 0, positive control = 100; activation (reporter increase), % at 12.5 µM;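 active = mean replicate activation score at least 90 and every replicate individually at or above 90; inconclusive = only one of the two criteria met; inactive = neither criterion met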;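 note: higher luciferase means less miR-122 activity so hits act as miR-122 inhibitors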
# DENV2 CPE rescue – inhibitors of DENV2 cytopathic effect, primary screen, cell-based, plate reader, single concentration; DENV2-infected cells, cytopathic effect rescue; 350,000 tested, 1.7% active; CPE inhibition, % at 9.99 µM; in the data active = CPE inhibition above about 20%, passing the limit was not always enough; inconclusive = no clear call, values can overlap the other calls; tested in BHK-21 cells;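 note: 0% = median of neutral control wells and 100% = median of positive control wells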
# CASP6 VEID inh – human caspase-6 inhibitors, primary screen, biochemical, VEID-R110 fluorescence, single point, set 2 | purified caspase-6, Z-VEID-R110 cleavage fluorescence | inhibition, % at 12.5 µM | 350,000 tested, 0.53% active;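 active = mean inhibition across replicates at least about 35%, with every replicate also reaching that limit, limit read from the data; inconclusive = only one of the two criteria met; inactive = neither criterion met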;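 note: 0% = median of neutral control wells and 100% = no fluorescence left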
# Target sequence (P55212 24-179 limits assumed): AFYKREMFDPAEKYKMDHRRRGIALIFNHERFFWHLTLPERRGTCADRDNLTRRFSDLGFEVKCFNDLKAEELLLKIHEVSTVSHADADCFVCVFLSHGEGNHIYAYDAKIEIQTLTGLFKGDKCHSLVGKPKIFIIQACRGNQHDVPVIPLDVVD
# Target sequence (P55212 194-293 limits assumed): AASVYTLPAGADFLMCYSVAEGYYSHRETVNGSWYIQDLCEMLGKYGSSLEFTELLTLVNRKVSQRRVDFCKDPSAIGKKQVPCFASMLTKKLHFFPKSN
# ERp5 block – inhibitors of ERp5-driven insulin aggregation, primary screen, biochemical, turbidity, absorbance 650 nm, single point; Protein disulfide-isomerase A6 (Homo sapiens), Q15084; 90 min; inhibition, % at 9.99 µM; 350,000 tested, 0.05% active;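 active = mean replicate inhibition above about 25%, with every replicate also reaching it, limit read from the data, passing the limit was not always enough; inconclusive = only one of those two criteria met; inactive = neither criterion met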
# Target sequence (Q15084 whole entry, looked up): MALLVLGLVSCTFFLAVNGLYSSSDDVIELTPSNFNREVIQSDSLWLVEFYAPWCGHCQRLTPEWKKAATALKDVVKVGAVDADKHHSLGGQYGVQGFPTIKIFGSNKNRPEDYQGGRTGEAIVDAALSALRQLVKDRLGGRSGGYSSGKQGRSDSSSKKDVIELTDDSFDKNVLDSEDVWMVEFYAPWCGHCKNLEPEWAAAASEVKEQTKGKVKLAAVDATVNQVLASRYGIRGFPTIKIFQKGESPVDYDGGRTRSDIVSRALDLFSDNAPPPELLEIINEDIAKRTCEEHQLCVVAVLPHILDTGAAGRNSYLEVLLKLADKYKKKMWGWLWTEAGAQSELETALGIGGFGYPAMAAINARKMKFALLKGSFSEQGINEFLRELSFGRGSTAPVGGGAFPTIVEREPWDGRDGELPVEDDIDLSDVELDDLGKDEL
# ERAP1 inh – human ERAP1 aminopeptidase inhibitors, primary screen, biochemical, single point, plate reader; Endoplasmic reticulum aminopeptidase 1 (Homo sapiens), Q9NZ08; recombinant ERAP1, Leu-AMC fluorescence, 60 min; inhibition, % at 10.7 µM; 340,000 tested, 0.15% active; AID 652197, 2013;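 active = mean replicate inhibition of at least 30%, or all replicates individually reaching that 30% level; inactive = mean below 30% and not every replicate reaching it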;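 note: 0% = neutral control wells and 100% = L-leucinethiol positive control wells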
# SIRT5 block – SIRT5 desuccinylase inhibitors, primary screen, biochemical, fluorescence imaging, single point, set 5. AID 652115, 2013. inhibition, % at 15 µM. 330,000 tested, 1.1% active. Purified SirT5, succinyl-peptide AMC, trypsin-coupled fluorescence; in the data active = inhibition above about 15%; inconclusive = no clear call, values can overlap the other calls
# Target sequence (Q9NXA8 whole entry, looked up): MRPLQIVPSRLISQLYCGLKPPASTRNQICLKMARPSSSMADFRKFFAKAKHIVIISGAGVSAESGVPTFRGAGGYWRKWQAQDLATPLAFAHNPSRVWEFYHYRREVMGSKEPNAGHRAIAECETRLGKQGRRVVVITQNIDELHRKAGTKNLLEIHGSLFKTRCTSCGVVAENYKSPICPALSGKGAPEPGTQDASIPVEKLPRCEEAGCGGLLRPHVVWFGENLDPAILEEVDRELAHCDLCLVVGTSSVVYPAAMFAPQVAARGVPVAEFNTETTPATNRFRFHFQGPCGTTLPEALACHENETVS
# Numbers without * were called inactive; ? = inconclusive; . = not tested or not shown; & = joins results of further samples; [ ] = another dose, or the depositor's remark.
SMILES,CFTR F508del cor,miR122 inh,DENV2 CPE rescue,CASP6 VEID inh,ERp5 block,ERAP1 inh,SIRT5 block
Cc1ccc(OC(=O)N(C)C[C@H]2OCc3ccccc3-c3ccccc3C(=O)N([C@H](C)CO)C[C@H]2C)cc1,-0.5,.,-11,10,-5,-1,-2
O=C(/C=C/c1ccco1)NCC(=O)N/N=C/c1ccc(Cl)cc1,0.7,.,2,2,0,15,-1
COc1ccc(OC)c(CNC(=O)Cc2c(C(=O)O)[nH]c3ccc(Cl)cc23)c1,-2.2,-4,-4,2,0,4,-3
O=C(O)CCCCCN1C(=O)C(O)=C(C(=O)/C=C/c2ccccc2)C1c1ccc2c(c1)OCO2 (stereo not given),-0.7,-6,4,12,-8,11,5
COc1ccc(C(=O)OCC(=O)NC(=O)NC(C)C)cc1OC,1.0,.,7,0,-4,-4,-3
O=C(c1ccc(-c2ccccc2)cc1)N1CCN(c2ccccn2)CC1,-2.4,1,-4,-2,2,2,-4
Cc1[nH]n(-c2cccc([N+](=O)[O-])c2)c(=O)c1-c1ccccc1,3.4,-5,.,2,-2,-2,-1
Cc1ccc(NC(=S)NC2CCSc3ccccc32)cc1C (stereo not given),-1.7,18,-7,-4,4,-3,2
C[C@H]1CN([C@@H](C)CO)C(=O)c2cccc(NS(C)(=O)=O)c2O[C@@H]1CN(C)C(=O)Nc1cccc2ccccc12,0.3,11[16.7 µM],0,-4,2,-5,4
O=C(C1CCCO1)N(c1cccc(Cl)c1)C1C=CS(=O)(=O)C1 (stereo not given),0.1,1,-1,2,-3,3,-2
O=C1CCC(c2ccc3c(c2)CCC3)=NN1,0.3,.,2,-3,1,-4,-1
Cc1ccc(S(=O)(=O)N(C)C[C@H]2Oc3ccc(NS(=O)(=O)c4cccs4)cc3CC(=O)N([C@@H](C)CO)C[C@@H]2C)cc1,0.0,-1[16.7 µM],1,2,-1,-1,0
C[C@H]1CN([C@@H](C)CO)C(=O)c2cccc(NC(=O)c3nc4ccccc4s3)c2O[C@@H]1CN(C)Cc1ccc(C(=O)Nc2ccccc2N)cc1,-0.1,-1[16.7 µM],5,0,-4,0,7
CCNc1ccc(C(=O)NN=C2CCCC2)cc1[N+](=O)[O-],1.5,.,6,3,-4,0,-7
COc1ccc(C(=O)OCC(=O)N(Cc2ccccc2)Cc2ccccc2)c(O)c1,-1.4,-5,5,0,17,0,.
CC1=C(C(=O)Nc2ccc(C)cc2C)C(c2cccc([N+](=O)[O-])c2)n2nc(C(=O)OC(C)C)nc2N1 (stereo not given),0.2,.,-10,-3,-2,-3,-3
COCCNC(=S)N(C)[C@H]1C[C@H]2c3[nH]c4ccccc4c3CCN2C(=O)[C@H]1[C@H](C)O,-2.0,.,5,1,-3,-12,-5
Cc1ccc(NC(=O)CCC(=O)NNC(=O)C(C)(C)C)c(C)c1,-2.2,.,-2,4,1,.,-2
C[C@@H]1CN([C@@H](C)CO)C(=O)c2cccc(NC(=O)Nc3ccc(C(F)(F)F)cc3)c2O[C@@H]1CN(C)Cc1ccc(-c2ccccc2)cc1,-5.5,-5[16.7 µM],4,-1,6,4,2
CC(=O)Nc1cccc(/C(C)=N/NC(=O)c2ccccc2Cl)c1,-2.9,-17,-7,4,9,-2,0
O=C(Nc1nnc([C@@H]2O[C@H](CO)[C@@H](O)[C@H]2O)s1)Nc1cccc2c1CCCC2,-2.0,-1,1,-1,-1,-10,.
C[C@@H]1CN([C@@H](C)CO)C(=O)c2cc(-c3ccc(C#N)cc3)cnc2O[C@H]1CN(C)C(=O)Nc1ccc(C(F)(F)F)cc1,2.0,33[16.7 µM],9,2,3,0,-17
COc1ccc(-c2ccc(C3[C@H]4CNC[C@@H]3N4C(=O)Nc3cccc(OC)c3)cc2)cc1 (stereo not given in full),-1.5&-1.6,.,0&-1,1,-1&-3,-2,6&9
C[C@@H]1CN([C@H](C)CO)C(=O)c2cc(NC(=O)CCCN(C)C)ccc2O[C@@H]1CN(C)Cc1ccc(C(F)(F)F)cc1,2.2,-10[16.7 µM],-3,3,11,-6,-9
COc1cccc(-c2oc3c(c2C#CCCO)C(O)CCC3)c1 (stereo not given),-1.3,.,1,0,4,-2,-14
# Later entries:
SMILES,CFTR F508del cor,miR122 inh,DENV2 CPE rescue,CASP6 VEID inh,ERp5 block,ERAP1 inh,SIRT5 block
COC(=O)[C@@H]1CCCN1C(=O)c1ccc(OC2CCN(Cc3ccccn3)CC2)cc1,-3.0,3,3,-1,1,1,0
CN(C(=O)COC(=O)c1ccccc1NCCO)C1CCS(=O)(=O)C1 (stereo not given),-2.7,3,-3,4,-2,7,-13
CCn1nc(C)cc1C(=O)N1CCCC(N2CCN(Cc3ccc4c(c3)OCO4)CC2)C1 (stereo not given),-0.6,-8,0,0,.,-2,0
COc1ccc(-c2coc3cc(OC(C)=O)ccc3c2=S)cc1,-1.7,1,7,3,9,-2,-3
CNc1ncnc2c1ncn2[C@@H]1O[C@H](CO)[C@@H](O)[C@H]1O,0.2,0,-4,-5,2,-1,-4
CCOc1cccc(OCCOCCOc2ccccc2C(C)=O)c1,.,.,-2,-1,-4,-5,0
COc1ccc(C2c3ccsc3CCN2C(=O)C(C)(C)C)cc1 (stereo not given),.,.,8,-3,-2,-2,1
C[C@H](CO)N1C[C@H](C)[C@H](CN(C)S(=O)(=O)c2ccccc2F)Oc2ncc(/C=C/c3ccccc3)cc2C1=O,1.1&0.6,22&-1[16.7 µM],-4&3,0&0,-7&-1,-2&-1,-6&-5
CC(=O)N1CCN(C(=O)c2ccc(Cl)c(NC(=O)c3cccs3)c2)CC1,-1.3,.,5,4,6,0,1
C=CCc1ccc2oc(C(=O)OCC)cc(=O)c2c1O,1.3,.,1,2,3,3,0
O=C(CC1c2ccccc2C=C(c2ccsc2)N1c1ccc(-c2cccnc2)cc1)C1CC1 (stereo not given),-6.2,.,1,-1,-10,-1,1
Cc1cc(S(=O)(=O)Nc2ccc(C(=O)NCC3(N(C)C)CCCCC3)cc2)ccc1F,-2.6,-3,6,0,6,-2,1
CCOC(=O)[C@]12CCCC=C1N(CCc1ccc(OC)c(OC)c1)C(=O)[C@H](CC(=O)NCc1ccccc1)C2,-1.1,.,1,-5,-8,-4,.
CCC(CC)CN1C(N(C)C)=NC[C@@H]1CC(C)C,0.8,-4,?,0,-3,3,.
CCC(=O)Nc1nnc(-c2cccs2)s1,-3.9,9,-5,1,2,3,-4
O=C(O)CC1(CC(=O)N2CCOCC2)CCCC1,3.4,.,-2,-1,2,0,0
Nc1cccn2c(-c3ccc(Cl)c(Cl)c3)cnc12,-2.5,.,-4,3,4,1,-3
C/C=C/c1ccc2c(c1)O[C@H](CN(C)Cc1ccc(C(=O)O)cc1)[C@H](C)CN([C@H](C)CO)S2(=O)=O,-0.5,8[16.7 µM],-3,-1,-3,0,1
C[C@H]1CN([C@@H](C)CO)C(=O)c2cc(NC(=O)Cc3ccccc3)ccc2O[C@H]1CN(C)C(=O)Nc1cccc2ccccc12,-1.3,-4[16.7 µM],-4,4,2,-2,4
CC(=O)Nc1ccc2cc3ccc(NC(C)=O)cc3nc2c1,10.0*,-7,0,-4,3,0,-10
COc1cc(Br)c(Br)cc1N,0.9,.,-2,-1,3,5,-3
CC(C)(C)C(=O)/C(=C/c1ccc(Cl)cc1)n1cncn1,-3.4,12,-8,0,2,1,-3
CCCC#Cc1ccc([C@@H]2[C@H](CO)N3C(=O)CN(C(=O)CN4CCOCC4)C[C@@H]23)cc1,-3.6,.,-8,2,4,1,0
O=C(NCCCn1ccnc1)C(=O)NCC1OCCN1S(=O)(=O)c1ccccc1 (stereo not given),-0.5,.,5,-73,-8,5,-2
Cc1ccccc1CC1(CO)CCCN(Cc2ccc(C#CC(C)(C)O)cc2)C1 (stereo not given),0.1,.,?,-6,3,-1,-6
# Continued:
SMILES,CFTR F508del cor,miR122 inh,DENV2 CPE rescue,CASP6 VEID inh,ERp5 block,ERAP1 inh,SIRT5 block
O=C(Nc1nc2ccccc2s1)C1=NN(c2ccccc2)C(=O)CC1,-3.5,.,13,4,0,3,0
COc1cccc(C(=O)Nc2ccc3c(c2)C(=O)N(C)C[C@@H](OC)[C@@H](C)CN[C@H](C)CO3)c1,-0.4,.,4,.,-9,-1,3
O=C(Oc1ccccc1)c1ccccc1C(=O)Oc1ccccc1,-1.1,1,27*,-3,2,3,-3
O=C(C[C@H]1C[C@H]2c3cc(NC(=O)CC4CC4)ccc3O[C@H]2[C@H](CO)O1)NCc1ccc(-c2ccccc2)cc1,0.3,2[16.7 µM],1,0,-16,11,3
Cc1nc(-c2noc(-c3cccc(Cl)c3)n2)c(C(F)(F)F)o1,-1.9,.,0,1,2,1,-2
CCC(=O)Nc1ccc2c(c1)C(=O)N(C)C[C@@H](OC)[C@H](C)CN(C(C)=O)[C@H](C)CO2,.,1[16.7 µM],-8,2,-2,-3,-3
CN(CCc1ccccc1)C(=O)c1cccc(NC(=O)Cc2cccc(NC(=O)C3CCCN(C(=O)C4CCC4)C3)c2)c1 (stereo not given),-1.3,.,-4,3,6,4,0
CN1CCN(C(=O)C[C@H]2CC[C@@H]3[C@H](COC[C@H](O)CN3Cc3cccc(F)c3)O2)CC1,-2.7,2[16.7 µM],-4,.,.,.,.
CC1=C(C(=O)OCc2ccccc2)C(c2ccc(C)cc2)NC(=O)N1 (stereo not given),-0.9,-6,-6,2,1,3,8
CC(=O)c1c(C)[nH]c(C(=O)COC(=O)c2cccnc2Cl)c1C,-2.1,.,-5,6,-6,-6,-2
Cc1ccn2c(=O)nc(SCC(=O)NC3CCCC3)nc2c1,-1.4,0,-8,3,7,-1,3
C/C(=N\NC(=S)NCCc1ccccc1)c1cccc(Br)c1,0.5,-6,4,1,-4,-3,.
CCn1cc(C(=O)NC(C)C)c(=O)c2cc(F)c(N3CCN(C(=O)c4ccco4)CC3)cc21,-2.0,.,-2,6,0,1,-9
O=C(NCc1ccccn1)c1ccc(Cl)c(S(=O)(=O)N2CCOCC2)c1,1.1,0,2,-3,2,-3,1
O=C(NCCOc1ccccc1)c1ccc2c(c1)S(=O)(=O)c1cc(Cl)ccc1C2=O,-2.5,.,-3,2,-4,0,-2
O=C(O)c1ccccc1-c1ccccc1C(=O)Nc1ccccc1Br,0.3,.,6,-2,1,0,-1
Cc1cc(=O)c2cc(Br)ccc2n1CC(=O)NCc1ccccc1,1.0,.,1,-3,5,-1,-4
COc1cc(CNC(=O)C2CC2)ccc1OCc1ccccc1,-1.9,-3,0,-1,1,1,0
COc1ccc(CNC(=O)CCc2c[nH]c3ccccc23)cc1,0.5,.,-10,3,3,-1,5
COC(=O)C1=C(C)N(Cc2ccccc2C(F)(F)F)C(=NCc2ccccc2C(F)(F)F)NC1c1ccc(F)cc1 (stereo not given),3.0,.,13,-4,3,-2,.
CN(C)C(=O)C[C@@H]1C=C[C@H](NS(=O)(=O)c2ccccc2)[C@@H](CO)O1,0.2,-13[16.7 µM],-4,4,-2,1,-4
NCCSSCCN,2.8,21,?,5,0,0,-1
OC[C@@H]1[C@@H](c2ccc(-c3ccc(F)cc3)cc2)[C@H]2CN(Cc3cccnc3)CCCCN12,-1.2,3[16.7 µM],-14,1,-3,-2,-1
Cn1c2ccccc2c2n[nH]c(=O)nc21,-0.5,.,3,0,-5,-2,2

# Compound profiles (already shown). Order of screens: CFTR F508del cor | miR122 inh | DENV2 CPE rescue | CASP6 VEID inh | ERp5 block | ERAP1 inh | SIRT5 block
# `COc1ccc(CNC(=O)CCc2c[nH]c3ccccc23)cc1` in the list: 0.5 | . | -10 | 3 | 3 | -1 | 5
# `COc1cc(CNC(=O)C2CC2)ccc1OCc1ccccc1` in the list: -1.9 | -3 | 0 | -1 | 1 | 1 | 0

# Compound activity deposited in PubChem BioAssay by Broad Institute.
